Assay outcomes deposited in PubChem by several laboratories.
KLF5 inhibitor – kruppel-like factor 5 inhibition. DLD-1 KLF5 promoter-luciferase reporter, luminescence. inhibition, % at 5 µM. 290,000 tested, 0.23% active;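 active means inhibition above a per-plate limit of that plate's mean compound inhibition plus 3 SD, cut at about 60% in these data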;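 further: 0% = DMSO wells and 100% = LY294002 at 200 µM; higher means less KLF5 promoter-driven luciferase light; inactives centre near -14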
IEC-6 tox – counter-screen for KLF5 inhibitors: cytotoxicity in IEC-6 cells; IEC-6 cytotoxicity, luminescence viability; inhibition, % at 5 µM; 290,000 tested, 0.78% active; AID 1825; in the data active means inhibition above about 22%;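 further: 0% = plate median of test compound wells and 100% = cytotoxic reference compound wells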
HSF-1 act – increases HSF-1 driven luciferase reporter signal; NIH3T3-HGL HSF-1 luciferase reporter, MG132, 8 h; 100% = twice DMSO control signal; activation, % at 9 µM; 300,000 tested, 1.7% active; AID 504408;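 active means mean replicate activation of at least 50% with a set share of replicates each reaching 50%; inconclusive means only one of those two conditions met; inactive means mean below 50% and too few replicates reaching it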;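 further: 0% = median of the neutral control wells and 100% = twice that signal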
HSF1 inhib – HSF1 inhibition. NIH3T3-HGL HSE-luciferase, MG132-induced, luminescence 8 h; stronger effect = lower value. activity change, negative = inhibition, % at 7.5 µM (by protocol). 300,000 tested, 0.77% active;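 active means more than half of replicate wells show activity change below -50%, luminescence cut by over half; inconclusive means some wells, but at most half, below -50%; inactive means no replicate well below -50%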;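 further: luciferase reports HSF-1 transcriptional activity via heat shock element; 0% = median of DMSO wells and -100% = zero luminescence signal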
aSyn UTR inh – MLPCN primary screen, SNCA 5' untranslated region. inhibition, % (tested at 7.5 µM). alpha-synuclein 5'UTR reporter, inhibitor activity. AID 1813. 300,000 tested, 0.82% active; in the data active means inhibition above about 60%; inconclusive means no clear call, values can overlap the other calls;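 further: H4 neuroglioblastoma cells stably carrying SNCA 5'UTR luciferase fusion; 0% = DMSO wells and 100% = positive control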
HSP90 inh – HSP90 refolding inhibition in rabbit reticulocyte lysate. luciferase refolding luminescence, 3 h. inhibition, % at 5.6 µM. 290,000 tested, 0.91% active. AID 1789;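 active means inhibition above the screen-wide mean plus 3 SD, computed separately per campaign, cut at about 16% in these data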;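 further: 0% = DMSO wells and 100% = 60 µM geldanamycin wells; inhibitors lower the luminescence because luciferase stays unfolded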
HIF act – HIF pathway transcriptional activation | activation, % at 7.5 µM (by protocol) | U2OS HRE-luciferase reporter, luminescence; normalized: DMSO 0%, desferrioxamine 100% | AID 1910 | 300,000 tested, 0.32% active;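 active means mean activation of at least 10% of the iron chelator positive control signal, with at least half of replicates also reaching 10%; inconclusive means mean and replicate majority disagree about reaching 10%; inactive means mean and most replicates under 10%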
HDAC3 inh – blocks human histone deacetylase 3. recombinant HDAC3, fluorogenic peptide/trypsin coupled, fluorescence. inhibition, % at 8.3 µM. 320,000 tested, 0.15% active. O15379; in the data active means inhibition above about 26%, passing the limit was not always enough; inconclusive means no clear call, values can overlap the other calls
Target sequence (O15379 whole entry, looked up): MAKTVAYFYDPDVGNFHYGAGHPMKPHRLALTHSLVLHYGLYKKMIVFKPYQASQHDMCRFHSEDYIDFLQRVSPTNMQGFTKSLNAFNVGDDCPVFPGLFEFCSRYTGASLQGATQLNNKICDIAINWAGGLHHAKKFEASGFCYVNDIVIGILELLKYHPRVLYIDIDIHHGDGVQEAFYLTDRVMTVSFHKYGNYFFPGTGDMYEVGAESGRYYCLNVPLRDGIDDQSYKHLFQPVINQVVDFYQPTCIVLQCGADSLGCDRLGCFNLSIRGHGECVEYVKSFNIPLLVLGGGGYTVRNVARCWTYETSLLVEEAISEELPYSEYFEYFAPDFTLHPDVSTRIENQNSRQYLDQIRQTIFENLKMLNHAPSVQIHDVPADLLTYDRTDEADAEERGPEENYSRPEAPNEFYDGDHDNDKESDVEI
Platelet DG rel – modulates dense granule release in human platelets | human platelet-rich plasma, SFLLRN dense granule ATP release, luminescence | inhibition, %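 (compounds screened at 7.5 µM in platelet-rich plasma)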 | 300,000 tested, 0.22% active;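 active means mean replicate score, as percent of positive control, at or above 50; inconclusive means mean below 50 but at least one replicate at or above 50; inactive means mean and every replicate below 50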
AI-2 QS mod – modulators of Vibrio harveyi AI-2 quorum sensing system | 300,000 tested, 0.4% active | Vibrio harveyi JMH597 AI-2 luminescence/OD600 ratio, 9 h; stronger effect = lower value; strain lacks LuxN and CqsS sensors; 0 = neutral-control median | activity change, % at 7.5 µM; in the data active means activity change below about -75%, passing the limit was not always enough; inconclusive means no clear call, values can overlap the other calls;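 further: luminescence divided by OD600 gain over 9 h not by final OD600 alone; inactives centre near 13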
* marks the source's active call; other numbers are inactive results; ? = inconclusive; nt = not tested or not shown.

Each structure is followed by: KLF5 inhibitor | IEC-6 tox | HSF-1 act | HSF1 inhib | aSyn UTR inh | HSP90 inh | HIF act | HDAC3 inh | Platelet DG rel | AI-2 QS mod
- Nc1nonc1-n1nnc(C(=O)N/N=C/c2cc(Br)cs2)c1-c1ccccc1
    6 | 5 | -8 | -4 | -13 | 7 | 1.0 | 0 | 10 | -5
- O=C(OCCC1Oc2cccnc2NC1=O)c1ccc([N+](=O)[O-])cc1 (centres undefined)
    -1 | 3 | -2 | 3 | ? | -3 | -0.7 | 1 | 2 | 11
- Cc1c(O)nc(SCC(=O)Nc2nccs2)n(-c2ccccc2F)c1=O
    -17 | 7 | 13 | 3 | 4 | -4 | 0.0 | 1 | -2 | -2
- COc1ccc(N2CCN(C(=O)C3(C)CC3(Cl)Cl)CC2)cc1 (centres undefined)
    -35 | -4 | 9 | 1 | -82 | 3 | -1.3 | -2 | 5 | 9
- O=c1cc(N2CCCCC2)c(-c2ccccc2)nn1Cc1ccc(Cl)cc1
    -16 | 1 | 16 | -1 | 37 | 2 | 0.2 | 7 | 0 | 17
- O=C(NCC1CCCO1)c1ccc(NS(=O)(=O)c2ccccc2)cc1 (centres undefined)
    -18 | -2 | nt | nt | 2 | -3 | -0.1 | 2 | 0 | 37
- Cc1ccc(NC(=S)Nc2nc(CC(=O)Nc3ccccc3)cs2)cc1
    7 | 4 | 7 | 15 | -119 | -1 | 2.4 | 6 | 9 | 7
- Cc1ccc(SCC(=O)NCC2CCCO2)cc1 (centres undefined)
    -62 | -8 | 6 | 7 | -31 | 1 | 1.1 | -8 | 4 | 18
- Cc1cccc(/C=N/NC(=O)c2ccc3c(c2)OCCO3)c1O
    70* | 99* | 8 | 11 | 58 | 32* | 28* | 2 | 38 | 9
- O=C(CNC(=S)N(Cc1ccccc1)Cc1ccccc1F)NCc1ccccc1
    4 | 7 | 5 | -1 | 19 | 6 | -0.2 | -3 | -2 | 33
- COc1ccc(C2CC(=O)C(C=NCCCO)=C(O)C2)cc1 (centres undefined)
    -38 | -7 | 7 | -5 | 21 | 2 | 2.1 | 23 | -3 | 4
- O=C(CCCc1ccccc1)c1ccccc1
    -188 | 0 | 37 | 20 | -105 | 13 | -0.3 | -2 | 7 | -32
- Cc1nnc2ccc(-c3cccc(NC(=O)c4ccc(Cl)nc4)c3)nn12
    -24 | 2 | 10 | -1 | -24 | -2 | 0.7 | -4 | 0 | 12
- O=C(OCn1ncc(Br)c(Br)c1=O)c1ccc(F)cc1
    26 | 36* | -95 | -94* | 64* | 3 | -4.5 | 9 | -1 | -81*
- Cc1nc(C(=O)Nc2ccc(Cl)cc2Cl)nn1-c1cc(OC(C)C)c(Cl)cc1Cl
    13 | -4 | -14 | -5 | 34 | -2 | 15* | -7 | -2 | 17
- CN(C)/C=C(\C=O)c1cccc(Cl)c1
    -13 | 1 | 3 | -6 | -12 | 0 | 0.1 | -7 | -2 | 4
- CNC(=O)CS(=O)CC(=O)Nc1cc(OCCOC)c(Cl)cc1Cl (centres undefined)
    -26 | 11 | -4 | 0 | 3 | 0 | -0.1 | -5 | 6 | 9
- CCOc1cc(Br)c(CC(=O)NC2CCCCCC2)cc1OCC
    -18 | -1 | 2 | 11 | 2 | 0 | -0.1 | -7 | -3 | 9
- Cc1ccc(S(=O)(=O)N2CCC(=O)N(CCOCc3ccccc3)CC2)cc1
    -31 | 3 | 5 | 4 | 20 | 3 | -0.1 | -2 | -1 | 12
- O=C(c1ccccc1)c1nccn1-c1ccc(Cl)nn1
    17 | 1 | 1 | -3 | -5 | 5 | -0.3 | 6 | 2 | 22
- CC(C)Cc1nc2oc3c(N4CCN(CCO)CC4)ncnc3c2c2c1CCCC2
    -22 | -3 | -8 | 6 | 8 | 1 | -0.5 | -2 | -6 | 13
- CCOc1ccccc1NC(=O)CSc1nc2[nH]ncc2c(=O)[nH]1
    nt | nt | 9 | -1 | -3 | nt | -0.6 | 0 | nt | 22
- Cn1nccc1/C=C(/C#N)S(=O)(=O)c1ccccc1
    -6 | 1 | -11 | -2 | -6 | 1 | -0.2 | -3 | 4 | 10
- CCN(CC(=O)Nc1ccc(NC(C)=O)cc1)C(=O)COc1ccc(C(=O)c2ccccc2)cc1
    2 | 1 | -1 | -1 | -2 | -1 | -0.2 | -7 | 5 | 28
- O=C(NCc1ccc(F)cc1)c1ccc(CNc2c(N3CCOCC3)c(=O)c2=O)cc1
    -19 | 2 | -12 | -3 | 11 | 1 | -1.7 | 3 | -2 | 24
- Cc1cc(C)c2nc(NNC(=O)c3ccc(S(=O)(=O)N4CCc5ccccc5C4)cc3)sc2c1
    26 | -2 | -37 | -27 | 75* | 5 | 22* | 9 | 10 | 101
- O=C(CSCc1cc(=O)[nH][nH]1)Nc1ccc(F)cc1
    -31 | -3 | 8 | -3 | 10 | -1 | -1.0 | 0 | -2 | -2
- Cc1[nH][nH]c(=O)c1C(c1c(C)[nH][nH]c1=O)c1cn(Cc2cccc3ccccc23)c2ccccc12
    -16 | -4 | nt | nt | nt | 7 | nt | 0 | nt | nt
- COc1ccc(C2CC(=O)c3sc(N)nc3C2)cc1 (centres undefined)
    -14 | -5 | -11 | -2 | -41 | -1 | 2.1 | 7 | -1 | -22
- CN(C)CCCN(C(=O)CCc1ccccc1)c1nc2c(F)cccc2s1
    -5 | 1 | -4 | -2 | -22 | 4 | 0.1 | 1 | 2 | 1
- O=C(CS(=O)(=O)c1cn(CC(=O)N2CCOCC2)c2ccccc12)Nc1ccccc1F
    -9 | 3 | 12 | 1 | 4 | 2 | -0.4 | 3 | 6 | 4
- c1cnc(NCCNc2ncccn2)nc1
    5 | 0 | -14 | 6 | -8 | 3 | -0.1 | -5 | 10 | 32
- Cc1ccc(SCC(=O)c2ccc(CC(=O)O)s2)cc1
    13 | -5 | 9 | -6 | -31 | 1 | -1.3 | 1 | -5 | 7
- CCC(C(=O)N1CCN(c2cccc(Cl)c2)CC1)c1ccccc1 (centres undefined)
    17 | 5 | 1 | 0 | 21 | 5 | -0.8 | -6 | 4 | 20
- COc1ccc(NC(=O)[C@H](NC(=O)[C@@H]2Cc3ccccc3CN2)c2ccccc2)cc1
    -12 | -6 | -8 | -9 | -3 | 2 | 0.1 | -1 | -2 | 14
- COc1cc2nc(N(CCCN(C)C)C(=O)c3ccc(S(=O)(=O)N4CCc5ccccc5C4)cc3)sc2cc1OC
    nt | nt | -13 | 0 | -11 | nt | 0.8 | 2 | -15 | 23
- O=C(COC(=O)c1cc(-c2ccccc2)nc2ccccc12)Nc1ccc2c(c1)OCO2
    -10 | 4 | nt | nt | 4 | -1 | 0.5 | -5 | 4 | 7
- CS(=O)(=O)c1ccc(-c2cccc(NC(=O)c3ccco3)c2)nn1
    nt | nt | 4 | -3 | -8 | nt | -1.5 | -9 | 1 | 5
- O=C1CC(NS(=O)(=O)c2cc(F)ccc2F)CN1c1cccc(F)c1 (centres undefined)
    nt | nt | 3 | 7 | 1 | nt | -0.3 | -5 | 6 | 6
- CC(C)Cc1nc2oc3c(Cl)ncnc3c2c2c1CCCC2
    -29 | 4 | 22 | 1 | 7 | 1 | 0.2 | -6 | 6 | 22
- O=C(Nc1ccc2c(c1)CCC2)c1cc2ccccc2o1
    -181 | 4 | 63* | 26 | -188 | 4 | 1.0 | 10 | 4 | -45
- CC(=O)Nc1nc2c(ccc3ccccc32)s1
    -20 | 16 | 24 | 9 | -20 | -2 | -0.4 | 2 | -3 | 13
- Cc1cc(C(=O)CSc2nnc(-c3ccco3)o2)c(C)n1CC1COc2ccccc2O1 (centres undefined)
    -2 | -15 | 20 | 4 | -7 | 5 | -0.8 | nt | -9 | 18
- O=C(NCCc1nc2ccccc2[nH]1)/C(=C/c1ccc(F)cc1)NC(=O)c1ccco1
    -16 | 3 | 64* | 22 | 12 | -1 | 0.5 | 5 | -1 | -1
- Cc1ccnc(NC(=O)c2cccc(NC(=O)Cc3ccccc3)c2)c1
    -12 | 13 | 5 | 7 | -40 | 0 | 0.3 | 1 | 3 | -3
- CCC(=O)Nc1ccc2c(c1)C(=O)N(C1CCCCC1)C2=O
    -5 | 0 | -14 | -4 | 44 | 1 | -0.1 | -2 | 5 | -7
- COc1ccc(-c2nc(N)n(C(C)=O)n2)cc1
    -4 | 2 | 6 | 0 | -14 | 1 | 0.0 | 1 | 20 | 2
- CCN(CC)C(=O)CSc1ncnc2c1nnn2-c1ccc(OC)cc1
    -17 | -7 | 0 | 11 | -5 | -3 | -0.1 | 0 | 1 | 27
- O=C(N1CCOCC1)N1CCN(c2nc(-c3ccc(F)cc3)cs2)CC1
    -12 | 2 | 6 | -2 | -9 | -2 | 0.1 | 4 | 3 | 6
- CC1CCC2(CC1)NC(=O)N(Cc1cc(=O)n3ccsc3n1)C2=O (centres undefined)
    -41 | -7 | 0 | -2 | 1 | -2 | -0.1 | 8 | 7 | 11
- COc1ccc(CNC(=O)COC(=O)c2cnccn2)cc1
    -19 | 0 | -13 | -8 | 5 | -4 | -1.2 | 0 | 6 | 39
- CC1CCCCN1CCCNC(=O)C1CCN(c2nc3ccccc3o2)CC1 (centres undefined)
    -18 | 4 | -9 | -2 | 1 | -3 | 0.1 | -2 | -9 | 22
- O=C(CCN1C(=O)/C(=C\c2cccc(Br)c2)SC1=S)N1CCOCC1
    -31 | -5 | 24 | 0 | 4 | 0 | 0.0 | 2 | -9 | 5
- Cc1ccnc(NC(=O)CCC(=O)N(CC(=O)NC(C)(C)C)c2ccc3c(c2)OCO3)c1
    0 | 5 | -20 | -3 | -13 | -2 | -0.2 | -2 | nt | 5
- O=C(Nc1ccccc1F)C(=Cc1sc(N2CCOCC2)nc1-c1ccccc1)C(=O)Nc1ccccc1F
    -13 | 2 | 64* | 16 | 16 | -5 | -0.3 | 9 | 10 | -1
- CC1CCC(=C(C#N)C(=O)Nc2cccc(Cl)c2)CC1 (centres undefined)
    -12 | -1 | 33 | 18 | -22 | 0 | nt | -1 | -1 | 18
- CN(C(=O)CSc1nncn1-c1ccccc1)C1CCS(=O)(=O)C1 (centres undefined)
    nt | nt | -10 | -8 | -1 | nt | -0.7 | 6 | -17 | 33
- Cc1ccc(Nc2cnn(C34CC5CC(CC(CC(=O)O)(C5)C3)C4)c(=O)c2Cl)c(Cl)c1
    -33 | -12 | 0 | 8 | -18 | -1 | 0.4 | 5 | 1 | 11

An unsorted share of the library; about 5% have a hit in one of these screens.
